# TRPC4 inh – blocks the mouse TRPC4 cation channel; 300,000 compounds, 0.39% hits; B-score at 10 µM; HEK293 TRPC4beta/mu-opioid, DAMGO-evoked Fluo4 calcium flux; active compounds read low; AID 2247;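 active means B-score over 3 SD under the library average, no early fluorescence shift, positive overall ratio signal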
#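 Assay system: HEK293 cells with stable TRPC4beta plus mu-opioid receptor expression. Dosing: single dose. Measured by: Fluo4 Ca2+ flux fluorescence. Also added: DAMGO in two steps, submaximal then maximal. Read-out: B score from integrated Fluo4 fluorescence ratio.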
# MrgX1 ag – human MrgX1 receptor agonism, primary screen; AID 588627; MrgX1-HEK293 cells, Fluo-4 calcium fluorescence, agonist mode; active compounds read high; 310,000 compounds, 0.44% hits; Q96LB2; B-score at 10 µM;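 active means calcium response B-score plate-corrected fluorescence ratio at least 3 library SD, with starting fluorescence B-score inside 5 SD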
#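 times = overnight plating, then 30 min 37 °C plus 30 min room-temperature dye loading | assay system = stable human MrgX1 HEK293 cell line | input = fifteen thousand cells per well | signal = kinetic calcium dye fluorescence, Fluo-4 NW | dosing = compound delivered in addition one of three | read-out = B-scored fluorescence response ratio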
# HIF act – HIF pathway transcriptional activation | 300,000 compounds, 0.32% hits | U2OS HRE-luciferase reporter, luminescence; normalized: DMSO 0%, desferrioxamine 100% | activation, % at 7.5 µM (by protocol);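 active means mean activation of at least 10% of the iron chelator positive control signal, with at least half of replicates also reaching 10%; inconclusive means mean and replicate majority disagree about reaching 10%; inactive means mean and most replicates under 10%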
# RGS4 pot – RGS4 potentiation or activation; HEK293 M3R/inducible RGS4, carbachol calcium flux Fluo4; active compounds read low; B-score at 10 µM; 310,000 compounds, 0.92% hits;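 active means B-score of the integrated calcium signal more than 4 SD below the library mean, with starting fluorescence not abnormally high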;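 further: negative B-score means reduced calcium response which marks RGS4 activation or potentiation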
#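 Test system: HEK293 cells with stable M3R and inducible RGS4; also added: carbachol at ECmax as muscarinic agonist stimulus; schedule: dye loading 30 min 37 °C, buffer rest 30 min RT; technique: kinetic calcium fluorescence imaging with Fluo4-AM dye, 2 µM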
# RGS4 block – human RGS4 inhibition; AID 463165; 310,000 compounds, 0.45% hits; P49798; HEK293 M3R/RGS4 inducible, Fluo-4 calcium flux; active compounds read high; triggered by carbachol at its EC20; B-score at 10 µM;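 active means B-score, a plate-corrected calcium signal, over three deviations above library mean, with baseline fluorescence within five deviations of library mean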;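 further: RGS4 expression induced by doxycycline in cells with stable M3 receptor; B-score is computed from the integrated fluorescence ratio over baseline after carbachol; higher B-score means a larger calcium signal and so more RGS4 inhibition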
# Target sequence (P49798 whole entry, looked up): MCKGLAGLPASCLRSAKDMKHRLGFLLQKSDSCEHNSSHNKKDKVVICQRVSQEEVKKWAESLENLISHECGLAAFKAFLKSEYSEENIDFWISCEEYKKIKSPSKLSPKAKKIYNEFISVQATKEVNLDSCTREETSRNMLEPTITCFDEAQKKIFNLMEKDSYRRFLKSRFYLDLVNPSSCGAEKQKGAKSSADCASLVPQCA
# MrgX1 PAM – human MrgX1 positive allosteric modulation, primary screen | 310,000 compounds, 0.63% hits | B-score at 10 µM | MrgX1-HEK293, Fluo-4 calcium flux, FDSS; active compounds read high | Q96LB2;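 active means plate-corrected calcium response at least 3 library SD above typical, normal starting fluorescence, not activating the receptor alone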;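 further: compound read alongside a low EC10 to EC30 dose of BAM8-22 agonist; peak minus trough fluorescence over baseline measured at the second addition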
# TRPC6 inh – blocks the mouse TRPC6 cation channel; B-score at 10 µM; HEK293-TRPC6, membrane potential dye, ACh-evoked depolarization; active compounds read low; 310,000 compounds, 1.1% hits;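 active means B-score under library mean minus 3 SD, initial fluorescence not abnormally high, positive integrated signal ratio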;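 further: B-score derived from integrated fluorescence ratio over the kinetic read; more negative B-score means stronger inhibition of depolarization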
# Target sequence (Q61143 whole entry, looked up): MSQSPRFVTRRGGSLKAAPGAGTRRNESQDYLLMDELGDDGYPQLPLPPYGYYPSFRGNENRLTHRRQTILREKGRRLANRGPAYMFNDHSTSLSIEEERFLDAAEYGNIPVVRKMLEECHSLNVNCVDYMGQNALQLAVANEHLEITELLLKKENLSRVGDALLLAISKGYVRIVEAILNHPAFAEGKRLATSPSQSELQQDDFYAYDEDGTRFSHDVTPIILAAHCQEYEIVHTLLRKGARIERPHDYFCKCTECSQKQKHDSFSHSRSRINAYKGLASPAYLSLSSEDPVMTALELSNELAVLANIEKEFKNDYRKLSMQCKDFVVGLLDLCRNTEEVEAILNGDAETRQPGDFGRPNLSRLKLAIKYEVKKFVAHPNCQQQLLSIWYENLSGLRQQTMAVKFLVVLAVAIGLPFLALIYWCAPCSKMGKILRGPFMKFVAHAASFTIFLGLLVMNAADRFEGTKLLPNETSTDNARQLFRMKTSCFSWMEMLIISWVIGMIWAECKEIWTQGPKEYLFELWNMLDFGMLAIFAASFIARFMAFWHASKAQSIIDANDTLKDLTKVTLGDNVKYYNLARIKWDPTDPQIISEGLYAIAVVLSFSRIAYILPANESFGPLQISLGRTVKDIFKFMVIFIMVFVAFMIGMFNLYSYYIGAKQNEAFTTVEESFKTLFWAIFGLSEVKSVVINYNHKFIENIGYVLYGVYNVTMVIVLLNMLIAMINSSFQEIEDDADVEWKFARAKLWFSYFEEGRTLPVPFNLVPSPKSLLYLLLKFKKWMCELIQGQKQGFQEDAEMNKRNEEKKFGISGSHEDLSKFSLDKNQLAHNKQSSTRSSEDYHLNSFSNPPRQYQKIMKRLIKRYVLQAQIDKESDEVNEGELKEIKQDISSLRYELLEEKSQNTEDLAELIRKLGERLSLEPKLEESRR
# MrgX1 antagonist – human MrgX1 receptor antagonism, primary screen. AID 588676. Q96LB2. MRGX1-HEK293 calcium flux, Fluo-4, BAM8-22 antagonism; active compounds read low. B-score at 10 µM. 310,000 compounds, 1.3% hits;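 active means calcium-response B-score plate-corrected more than 3 library SD below zero, starting fluorescence within 5 deviations, no agonist response on first addition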;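 further: peak minus trough fluorescence over baseline after final BAM8-22 challenge near maximal dose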
# Platelet DG rel – modulates dense granule release in human platelets; inhibition, %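 (compounds screened at 7.5 µM in platelet-rich plasma)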; human platelet-rich plasma, SFLLRN dense granule ATP release, luminescence; AID 1663; 300,000 compounds, 0.22% hits;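 active means mean replicate score, as percent of positive control, at or above 50; inconclusive means mean below 50 but at least one replicate at or above 50; inactive means mean and every replicate below 50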
# SKKanGAS inh – blocks kanamycin growth of S. pyogenes SKKanGAS strain | BacTiter-Glo, 6 h | 300,000 compounds, 1.3% hits | inhibition, % at 7.5 µM;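 active means mean replicate score, as percent of positive control median, at least 50; inconclusive means mean below 50 but one replicate at or above 50; inactive means mean and every replicate below 50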;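 further: strain carries kanamycin resistance gene driven by streptokinase promoter and grows in 40 µg/ml kanamycin; loss of luminescence reflects streptokinase promoter inhibition or plain growth inhibition; 0% = median of DMSO wells and 100% = positive control at its reference dose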
# TRPC6 activator – activates the mouse TRPC6 cation channel; HEK293-TRPC6 membrane potential dye fluorescence; active compounds read high; B-score at 10 µM; 310,000 compounds, 0.13% hits; AID 2550;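 active means B-score of the integrated fluorescence ratio above library mean plus 3 SD, and starting fluorescence ratio within library mean plus 5 SD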;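 further: higher score means more depolarization so channel activation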
# Starred values were filed as active, the others as inactive; i = inactive; ? = inconclusive; / = not tested or not shown.
SMILES,TRPC4 inh,MrgX1 ag,HIF act,RGS4 pot,RGS4 block,MrgX1 PAM,TRPC6 inh,MrgX1 antagonist,Platelet DG rel,SKKanGAS inh,TRPC6 activator
CCOC(=O)c1ccccc1NC(=O)c1cccc2c1C(=O)N(C1CCN(C(=O)OCC)CC1)C2,i,i,0.2,i,i,i,i,i,-3.9,-0.8,i
Cc1cc(C)n(-c2nc3c(c(=O)[nH]c(=O)n3C)n2CC(O)COc2ccccc2)n1 (configuration not stated),i,i,0.0,i,i,i,i,i,2.2,-1.4,i
CSc1nc2[nH]c3c(c2c2nnnn12)CCCC3,i,i,0.2,i,i,i,i,i,19.7,5.9,i
O=C(NNS(=O)(=O)c1ccccc1)C1CCCCC1,i,i,-0.6,i,i,i,i,i,2.9,-1.9,i
C=C1CCC(OC(C)=O)C2(C)CCC3C(C)C(=O)OC3C12O (configuration not stated),i,i,-0.7,i,i,i,i,i,/,-1.0,i
O=C(c1cc(-c2ccccc2)nn1-c1ccccc1)N1CCN(S(=O)(=O)c2c(F)cccc2F)CC1,i,i,-0.1,i,i,i,i,i,-1.1,11.2,i
COCC(CN1CCN(C2=NS(=O)(=O)c3ccccc32)CC1)OC(=O)c1ccccc1 (configuration not stated),i,i,-0.1,i,i,i,i,i,-19.5,3.2,i
COc1ccc(-n2c(SC(C)C(=O)Nc3ccc(NC(C)=O)cc3)nc3ccccc3c2=O)cc1OC (configuration not stated),i,i,-0.8,i,i,i,i,i,0.7,4.8,i
O=C(CCc1nc(-c2ccccc2Cl)no1)NCCc1ccccc1,i,i,-0.5,i,i,i,i,i,-3.1,-8.7,i
CC(C)c1nc2cc(C(=O)N(C)C3CCOCC3)ccc2o1,i,i,0.7,i,i,i,i,i,-6.6,41.4,i
CC1CCCCC1NC(=O)CN1C(=O)CSc2cc(S(=O)(=O)N3CCCCCC3)ccc21 (configuration not stated),i,i,0.3,i,i,i,i,i,-18.1,-15.5,i
COC(=O)c1cc(Cl)c(N)cc1OC,i,i,0.1,i,i,i,i,i,-30.9,-1.3,i
Cc1sc2cc(-c3cccc([N+](=O)[O-])c3)c(-c3cccc([N+](=O)[O-])c3)c[n+]2c1C,i,i,0.2,i,i,i,-6.71*,i,-9.3,-3.3,i
COC(=O)c1sccc1NC(=O)c1cccs1,i,i,-0.1,i,i,i,i,i,10.3,1.7,i
COc1ccc(N2CCN(C(C)C(=O)N3CC(C)OC(C)C3)CC2)cc1 (configuration not stated),i,i,/,i,i,i,i,i,/,/,i
COc1cccc(N(C(=O)c2cccs2)c2nc3ccccc3s2)c1,i,i,2.1,i,i,i,i,i,9.8,0.4,i
O=C(NCc1ccccn1)c1cc(-c2ccc(Cl)cc2)oc1C(F)(F)F,i,i,-0.2,i,i,i,i,i,-19.5,-0.4,i
Cc1ccc2c(CC(=O)NC3CCCc4ccccc43)coc2c1 (configuration not stated),i,i,-0.2,i,i,i,i,i,13.2,5.7,i
COC(=O)Nc1ccc(S(=O)(=O)N2CCCC(C(=O)NC3CCCCC3)C2)cc1 (configuration not stated),i,i,0.4,i,i,i,i,i,-1.7,4.3,i
CC1CCN(S(=O)(=O)c2ccc([N+](=O)[O-])cc2)CC1,i,i,1.1,i,i,i,i,i,-0.2,2.1,i
CCN(CC(=O)NCc1ccc(Cl)cc1)C(=O)/C=C/c1ccc(Cl)c([N+](=O)[O-])c1,i,i,-0.5,i,i,i,i,i,-4.3,2.8,i
CCNS(=O)(=O)c1ccc(CCC(=O)NCc2ccncc2)cc1,i,i,1.8,i,i,i,i,i,-2.3,-3.5,i
CN(C1CCCCC1)S(=O)(=O)c1ccc(Cl)c(C(=O)O)c1,i,i,-0.1,i,i,i,i,i,-1.1,-1.6,i
N=C1C(c2ccccc2)=C(O)CN1c1ccccc1N1CCOCC1,i,i,0.1,i,i,i,i,i,2.1,-3.6,i
CCn1c(COc2ccc3c(c2)OCO3)nnc1SCC(=O)O,i,i,-0.3,i,i,i,i,i,1.1,-7.5,i
C=C1C(=O)O[C@@H]2[C@H]1[C@@H](OC(=O)/C(C)=C/C)C/C(C)=C\C(=O)/C=C(\C)[C@@H]2O,i,i,0.4,i,i,i,i,i,-3.6,4.5,i
COc1cc(NC(=O)CCCSc2nc(-c3ccco3)cc(C(F)(F)F)n2)cc(OC)c1OC,i,i,-0.6,i,i,i,i,i,7.9,14.6,i
C[C@@H]1CN(C2CCN(Cc3nc(CC4CC4)no3)CC2)C[C@H](C)O1,i,i,-0.6,i,i,i,i,i,3.4,-6.8,i
COc1cc(-c2nnn(CC(=O)NC3CCS(=O)(=O)C3)n2)ccc1OCc1ccccc1 (configuration not stated),i,i,1.8,i,i,i,i,i,0.5,0.8,i
Cc1cc(C)nc(SCC(=O)OC(C)C(=O)Nc2ccccc2)n1 (configuration not stated),i,i,-0.1,i,i,i,i,i,0.1,0.7,i
Fc1ccc(-n2nnc(-c3ncc[nH]3)n2)cc1,i,i,2.1,i,i,i,i,i,5.3,-1.4,i
O=C(CNC(=O)c1ccc2c(c1)OCCO2)N/N=C/c1cccc(Br)c1,i,i,0.2,i,i,i,i,i,12.2,8.5,i
CCOC(=O)/C(C#N)=C/c1ccc(N2CCN(C)CC2)cc1,i,i,1.0,i,i,i,i,i,-9.6,0.8,i
CC(C)(C)N1CC23C=CC(C[C@@H]2C1=O)O3 (some centres not stated),i,i,-2.1,i,i,i,i,i,1.7,2.5,i
O=C(O)c1ccc(S(=O)(=O)N2CCC(Cc3ccccc3)CC2)cc1,i,i,-0.2,i,i,i,i,i,4.2,5.4,i
O=C(Nc1cccnc1)Nc1ccccc1Cl,i,i,1.0,i,i,i,i,i,-6.4,-6.8,i
CCc1cc(C)cc(OCCNC(=O)c2cncc(Br)c2)c1,i,i,-0.3,i,i,i,i,i,6.1,1.0,i
CCOC(=O)C1CCCN(C(=O)CNS(=O)(=O)c2ccc(Br)s2)C1 (configuration not stated),i,i,0.3,i,i,i,i,i,-0.6,-4.1,i
Cc1cccc(NC(=O)CN2C(=O)S/C(=C\c3ccc(-c4cccc(C(=O)O)c4C)o3)C2=O)c1,i,i,-0.7,i,i,i,i,i,2.0,?,i
O=C(CN1CCN(CCC(=O)Nc2ccccc2F)CC1)Nc1ccc(Cl)cc1,i,i,-0.1,i,i,i,i,i,-18.4,2.2,i
O=C(OCCCc1ccncc1)c1ccc(S(=O)(=O)N2CCOCC2)cc1,i,i,0.1,i,i,i,i,i,-2.3,4.5,i
O=C(CSc1nnc2c(n1)[nH]c1ccccc12)Nc1ccc(N2CCOCC2)cc1,i,i,0.3,i,i,i,i,i,29.7,0.1,i
C/C(CC(=O)NCc1ccco1)=N\NC(=O)c1ccc([N+](=O)[O-])cc1Cl,i,i,0.0,i,i,i,i,i,-1.4,0.1,i
CC1(C)CC(=O)C2=C(C1)Nc1[nH]n(-c3ccccc3)c(=O)c1C2c1ccc2c(c1)OCO2 (configuration not stated),i,/,-0.3,i,i,/,i,/,-7.8,16.6,i
Cc1ccc2nc(-c3ccc(NC(=O)Cc4cccs4)cc3)[nH]c2c1,i,i,/,i,i,i,i,i,-5.5,-3.2,i
O=c1c2ccccc2ncn1-c1ccc(Cl)c(Cl)c1,i,i,0.5,i,i,i,i,i,-4.9,11.8,i
CSc1nnc(CNC(=O)C23CC4CC(CC(C4)C2)C3)n1Cc1ccccc1,i,i,-0.4,i,i,i,i,i,7.5,3.4,i
Nc1nc(C2CC2)c(Sc2sc(N)nc2C2CC2)s1,i,i,0.0,i,i,i,i,i,-7.5,6.6,i
O=C(CN1CCN(CC(=O)Nc2ccc(-c3ccccc3)cc2)CC1)Nc1ccc(F)cc1,i,i,0.5,i,i,i,i,i,1.3,-6.7,i
COc1ccc(C(CNC(=O)c2ccc(Cl)s2)N2CCOCC2)cc1 (configuration not stated),i,i,0.8,i,i,i,i,i,-0.1,-4.8,i

# Additional entries:
SMILES,TRPC4 inh,MrgX1 ag,HIF act,RGS4 pot,RGS4 block,MrgX1 PAM,TRPC6 inh,MrgX1 antagonist,Platelet DG rel,SKKanGAS inh,TRPC6 activator
COc1cccc(C(=O)Nc2cccc(-c3ccc(N4CCOCC4)nn3)c2)c1,i,i,2.3,i,i,i,i,i,11.5,9.0,i
COc1ccccc1C(=O)NC(=O)COC(=O)/C(=C/c1ccccc1)NC(C)=O,i,i,0.1,i,i,i,i,i,12.9,-4.7,i
O=C(CN(c1ccc(F)cc1)S(=O)(=O)c1ccc2c(c1)OCCO2)Nc1ccc2c(c1)OCO2,i,i,-4.0,i,i,i,i,i,1.5,1.6,i
CC(=O)c1ccccc1OCC(O)CN1CCN(c2ccccn2)CC1 (configuration not stated),i,i,1.7,i,i,i,i,i,-16.9,-5.7,i
O=C(Nc1ccnn1C1CCN(Cc2ccc(CO)o2)CC1)c1ccccc1Cl,i,i,0.2,i,i,i,i,i,0.6,-0.8,i
Cc1cccc(NC(=O)CCC2CCN(Cc3nccs3)CC2)c1,i,i,-1.7,i,i,i,i,i,-11.1,-10.6,i
COc1ccccc1NC(=O)C(C)NC(c1ccccc1)c1ccccc1 (configuration not stated),i,i,-0.1,i,i,i,i,i,-0.6,-11.2,i
Cc1ccc(C(=O)OCC(=O)c2ccccc2)cc1,i,i,0.3,i,i,i,i,i,13.4,-0.5,i
O=C(NN1C(=O)C2C3C=CC(O3)C2C1=O)c1cccc(Br)c1 (configuration not stated),i,i,-0.4,i,i,i,i,i,0.7,38.9,i
COc1cc(NS(=O)(=O)c2ccc(F)cc2)c(C(=O)O)cc1OC,i,i,0.1,i,i,i,i,i,0.1,5.2,i
CC(C)(C)C(=O)Nc1ccnn1C1CCN(C(=O)c2ccc(Cl)cc2F)CC1,i,i,0.3,i,i,i,i,i,3.8,31.1,i
Cc1cc(C)n(-c2ccc3nnc(C)n3n2)n1,i,i,0.1,i,i,i,i,i,-48.6,-12.1,i
CC(=O)c1c(C)n(-c2cccc(Cl)c2)c2ccc(O)cc12,i,i,0.6,i,i,i,i,i,-20.1,4.9,i
COc1ccccc1CNC(=O)C(=O)NCC1OCCCN1S(=O)(=O)c1cccs1 (configuration not stated),i,i,0.2,i,i,i,i,i,-10.7,0.1,i
CC1CCN(c2ccc(-c3cccc(NC(=O)c4ccco4)c3)nn2)CC1,i,i,1.0,i,i,i,i,i,5.1,8.7,i

# Screening data as filed in PubChem.
